# Compound activity deposited in PubChem BioAssay by National Center for Advancing Translational Sciences (NCATS).
# Apoferritin bind: binds horse apoferritin like a general anesthetic. P02791. apoferritin/1-aminoanthracene competitive binding, fluorescence. Potency, µM (top dose mostly 77.5 µM), inactives show at the top dose activity change, negative = displacement, actives largely listed as inhibitors. hit rate 0.074% among 350,000. AID 485281; also: potency is read from the fitted curve at half-maximal effect; % is scaled to controls: 0 for no effect and ±100 for the full control effect; nearly all actives have a fitted effect of over 20% in size
# Target sequence (P02791 2-175 limits assumed): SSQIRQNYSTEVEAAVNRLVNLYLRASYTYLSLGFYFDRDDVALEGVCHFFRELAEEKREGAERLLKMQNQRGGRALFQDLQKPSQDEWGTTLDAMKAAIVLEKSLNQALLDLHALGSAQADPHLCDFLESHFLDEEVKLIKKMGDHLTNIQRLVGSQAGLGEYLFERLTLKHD
#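 Concentration-response curves derived by four-parameter Hill fitting of normalized fluorescence, where compounds displaced 1-AMA from 10 uM horse apoferritin following a brief 10 min room-temperature incubation; propofol titration acted as positive control.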
# POLI inh: DNA polymerase iota (human) inhibition. AID 588590. hit rate 1% among 390,000. Potency, µM (highest dose often 115 µM), inactives show top-dose activity, negative = inhibition, actives largely listed as inhibitors. Pol iota fluorescent replication assay, 10 min. Q9UNA4; also: potency is read from the fitted curve at half-maximal effect
#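 Pol iota at 10 nM preincubated 15 min with compounds at room temperature; reaction started with fluorescent substrate, 50 nM final. Fluorescence read kinetically at 0 and 10 min; buffer-only wells as negative control.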
# POLH inh: inhibitors of human DNA polymerase eta. AID 588591. recombinant Pol eta, fluorescent DNA replication assay. hit rate 1.2% among 390,000. Q9Y253. Potency, µM (top dose mostly 114 µM), inactives show at the top dose activity change, negative = inhibition, most hits filed as inhibitors; also: potency is read from the fitted curve at half-maximal effect; % is scaled to controls: 0 for no effect and ±100 for the full control effect
#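 Pol eta at 10 nM preincubated with compounds 15 min at room temperature; reaction started with fluorescent substrate (50 nM final) and read kinetically at 0 and 10 min.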
# LDHA inh: LDHA (human) enzyme inhibition; purified LDHA, NADH/diaphorase-resazurin fluorescence; hits give low values; P00338; hit rate 0.15% among 480,000; activity change, % (values are at about 110 or 230 µM); AID 1347041; in the data active = activity change below about -30%; inconclusive = mostly about -25% to -30%;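 also: plate controls were DMSO wells for no effect and wells without enzyme for full effect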
#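 Resorufin fluorescence (ex540/em590), read at 0 and 20 min after diaphorase/resazurin addition, reports the NADH left after a 5 min room-temperature reaction of 2 nM human LDH5 with 0.06 mM NADH and 0.2 mM pyruvate.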
# Glioma ERSR ind: ER stress response induction in glioma; U87-MG GRP78 promoter luciferase reporter, 16 h; Potency, µM, inactives show at the highest dose activation, usual class: activators; hit rate 0.02% among 420,000; AID 602332; also: potency is read from the fitted curve at half-maximal effect; series mostly up to about 76 µM; % of control where 0% means no effect; nearly all actives have a fitted effect of over 35% in size
#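 Stably transfected U87-MG human glioma cells carrying a GRP78-based luminescent sensor were seeded at 1000 cells/well, pin-dosed with compounds and incubated 16 h. Luciferase reagent was then added, and end-point luminescence was read after 10 min at room temperature.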
# APE1 inh: APE1 (human) endonuclease inhibition | Potency, µM (top dose mostly 65.8 µM), for inactives: at the highest dose activity change, negative = inhibition, most hits filed as inhibitors | AID 2517 | P27695 | recombinant APE1, TAMRA/BHQ-2 abasic DNA cleavage fluorescence | hit rate 0.35% among 350,000;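 also: potency is read from the fitted curve at half-maximal effect; plate controls were vehicle for no effect and reference inhibitor for full effect; nearly all actives have a fitted effect of over 55% in size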
# Target sequence (P27695 whole entry, looked up): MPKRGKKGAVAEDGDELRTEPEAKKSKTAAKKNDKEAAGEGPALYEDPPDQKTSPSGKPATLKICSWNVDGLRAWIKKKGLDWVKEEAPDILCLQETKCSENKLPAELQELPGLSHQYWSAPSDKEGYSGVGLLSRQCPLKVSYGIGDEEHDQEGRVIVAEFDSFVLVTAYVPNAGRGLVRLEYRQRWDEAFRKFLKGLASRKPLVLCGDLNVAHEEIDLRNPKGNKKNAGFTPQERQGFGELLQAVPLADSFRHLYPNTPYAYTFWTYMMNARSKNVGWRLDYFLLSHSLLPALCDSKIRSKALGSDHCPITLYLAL
#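 Readout is kinetic fluorescence (ex 525, em 598 nm) from cleavage of 50 nM TAMRA/BHQ-2 THF abasic duplex by 0.75 nM APE1, compound added 15 min beforehand at RT.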
# Pol beta inh: DNA polymerase beta (human) inhibition | P06746 | Pol beta primer extension/strand displacement, fluorescence kinetic | Potency, µM (doses to about 114 µM), for inactives: at the highest dose activity change, negative = inhibition, actives largely listed as inhibitors | hit rate 1.3% among 340,000 | AID 485314; also: potency is read from the fitted curve at half-maximal effect; % is scaled to controls: 0 for no effect and ±100 for the full control effect
#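 Curves were derived by four-parameter Hill fits of normalized qHTS data. The kinetic fluorescent primer-extension read was taken at 0 and 10 min after 50 nM substrate, following a 15 min room-temperature preincubation of 10 nM enzyme with compounds.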
# POLK inh: DNA polymerase kappa (human) inhibition; purified Pol kappa, fluorescent DNA synthesis assay, 10 min; Q9UBT6; Potency, µM (highest dose often 107 µM), inactives show at the highest dose activity, negative = inhibition, usual class: inhibitors; hit rate 0.53% among 400,000; AID 588579; also: potency is read from the fitted curve at half-maximal effect; % is scaled to controls: 0 for no effect and ±100 for the full control effect
#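 Inhibition of 10 nM Pol kappa is measured by a fluorescent read-out at 0 and 10 min following addition of 50 nM substrate (final), with a 15-min room-temperature compound preincubation.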
# BLM inh: blocks DNA unwinding by human BLM helicase; hit rate 0.2% among 350,000; recombinant BLM DNA unwinding, fluorescence dequenching; P54132; Potency, µM (highest dose often 56.1 µM), without a hit: top-dose activity change, negative = inhibition, actives largely listed as inhibitors;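 also: potency is read from the fitted curve at half-maximal effect; plate controls were vehicle for no effect and no enzyme for full effect; nearly all actives have a fitted effect of over 35% in size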
# * marks the source's active call; other numbers are inactive results; ? = inconclusive; . = no result given; [ ] = dose if it differs, or a comment. Unless noted, calls follow the shape of the dose curve; as a rule, active = well fitted curve in the direction sought with a large enough effect; inconclusive = small, poorly fitted or top-dose-only effect, or another doubt; inactive = no such curve, though single readings can be large; an effect the other way counts as inactive or inconclusive.
SMILES,Apoferritin bind,POLI inh,POLH inh,LDHA inh,Glioma ERSR ind,APE1 inh,Pol beta inh,POLK inh,BLM inh
CC(c1nnc(SCC(=O)Nc2cc([N+](=O)[O-])ccc2F)n1Cc1ccccc1)N(C)C (configuration not stated),-13%,1%,-27%,-3,-6%,8%,27%,5%,-4%
O=C(/C=C/c1ccc(F)cc1)Nc1nc2ccccc2[nH]1,-4%,.,.,.,.,-1%,-18%,.,-2%
Cc1cc(-n2nc3ccccc3n2)c(O)c([N+](=O)[O-])c1,6%,128%[activator],-1%,-8,-1%,6%,7%,1%,2%
CCCCn1c(SCC(=O)Nc2ccc3c(c2)CCC3)nc2ccccc2c1=O,-13%,37%[activator],1%,-6,-2%,-3%,21%,-14%,-2%
COc1cc(S(=O)(=O)n2ccc(C)n2)c(OC)cc1Cl,-15%,20%,-11%,6,-4%,-3%,1%,17%,-4%
Cc1ccccc1NC(=O)CN1C(=O)S/C(=C/c2cccnc2)C1=O,-6%,-13%,-12%,1,8%,61%[activator],3%,13%,-1%
Cc1cccc(CN2C(=O)c3ccccc3Sc3ccc(C(=O)NCCc4ccccc4)cc32)c1,-7%,11%,-15%,-13,-4%,.,-13%,-1%[60.1 µM],-8%
COc1ccc([C@H]2CC(=O)C=C(c3cccc(Cl)c3O)C2)cc1OC,.,26%,-14%,-9,-1%,19%,.,-4%,.
CCOC(=O)Cn1c(C(C)=O)nc2ccccc21,9%,-6%,2%,1,-6%,13%,14%,-4%,5%
COc1ccccc1Nc1ccc(S(=O)(=O)N2CCCCC2)cc1[N+](=O)[O-],-14%,-2%,-12%,1,-3%,2%,24%,-23%,0%
CCOC(=O)N1CCN(C(=O)c2ccc(CS(=O)Cc3ccccc3Cl)o2)CC1 (configuration not stated),-3%,33%[activator],-10%,-5,-3%,28%,15%,-5%,2%
CCN(CC)C(=O)c1ccc2c(=O)n(CCOC)c(=S)[nH]c2c1,-13%,7%,-16%,-5,-5%,3%,0%,-13%,-5%
COc1ccccc1C(=O)N1CCN(C(=O)c2oc3ccc(C)cc3c2C)CC1,-17%,-14%,-17%,-5,2%,32%,30%,-5%,-5%
O=C(NCc1ccccc1Cl)c1ccc(CSc2nc3ccncc3[nH]2)cc1,-21%,35%[activator],-1%,-5,-1%,-3%,9%,-16%,0%
COc1ccc(NCc2nnc(SCC(=O)Nc3cc(C(F)(F)F)ccc3Cl)o2)cc1,-24%,10%,-3%,5,-4%,-4%,-6%,-5%,-5%
Cc1c(-c2ccccc2)n[nH]c1C(=O)NN,-21%,125%[activator],-10%,3,4%,3%,22%,-20%,2%
COC(=O)/C=C1\N/C(=N/c2nc(C)c3cc(OC)ccc3n2)NC1=O,-2%,117%[activator],15%,-2,-11%,0%,199%,-11%,-11%
O=C(COC(=O)c1ccccc1-n1cnnn1)c1ccccc1,.,106%[activator],-19%,-3,5%,-1%,.,4%,.
Cc1cccn2cc(CCNS(=O)(=O)c3cccs3)nc12,-4%,?,-10%,3,2%,1%,-21%,-20%,0%
O=C(CCSc1ccc(F)cc1)NNC(=O)c1ccccc1Cl,.,8%,-14%,-1,3%,13%,.,-5%,.
COc1ccc2[nH]c(=O)c(CN(CCCN(C)C)C(=O)Nc3ccccc3)cc2c1,-12%,10%,-2%,-4,-4%,3%,-23%,0%,2%
O=C(CCc1ccc(S(=O)(=O)N2CCOCC2)cc1)N/N=C/c1ccc(O)c(O)c1O,-20%,2.8µM*,?,37,-10%,?,13µM*,8.9µM*,-29%
Cc1ccc(C(=O)N2CCN(Cc3nc4sc5c(c4c(=O)[nH]3)CCCC5)CC2)cc1,-1%,77%[activator],-12%,-2,0%,39%[12.4 µM],0%,-9%,-3%
O=C(NC1CCCC1)C(c1ccsc1)N(Cc1ccccc1)C(=O)Cc1cccs1 (configuration not stated),-2%,16%,-19%,-1,-3%,-8%,3%,-7%,-3%
Nc1cc(=O)[nH]c(SCC(=O)Nc2ccccc2Sc2ccc(Cl)cc2)n1,-16%,95%[activator],4%,-6,-3%,-9%,17%,-7%,0%

# The last 3 compounds of the part above come first, to join the parts:
SMILES,Apoferritin bind,POLI inh,POLH inh,LDHA inh,Glioma ERSR ind,APE1 inh,Pol beta inh,POLK inh,BLM inh
Cc1ccc(C(=O)N2CCN(Cc3nc4sc5c(c4c(=O)[nH]3)CCCC5)CC2)cc1,-1%,77%[activator],-12%,-2,0%,39%[12.4 µM],0%,-9%,-3%
O=C(NC1CCCC1)C(c1ccsc1)N(Cc1ccccc1)C(=O)Cc1cccs1 (configuration not stated),-2%,16%,-19%,-1,-3%,-8%,3%,-7%,-3%
Nc1cc(=O)[nH]c(SCC(=O)Nc2ccccc2Sc2ccc(Cl)cc2)n1,-16%,95%[activator],4%,-6,-3%,-9%,17%,-7%,0%
COc1cc(C(=O)NCC(=O)Nc2c(C)cccc2C)ccc1OCc1ccccc1,.,0%,-15%,-6,-3%,-5%,.,-6%,.
COc1cccc(C(=O)Nc2cccc(-c3nnc(-c4ccco4)o3)c2)c1,-12%,17%,?,-5,-7%,?,0%,-13%,-3%
Cc1cc2c(c(=O)n1Cc1ccccn1)C(c1ccc3c(c1)OCO3)C(C#N)=C(N)O2 (configuration not stated),-8%,-4%,-10%,5,-1%,-5%,-2%,-2%,0%
COc1cccc(C(=O)NC2CC3CCCC(C2)N3CC(=O)Nc2ccc(N(C)C)cc2)c1 (configuration not stated),-8%,10%,-13%,-4,-1%,1%,-11%,-18%,-2%
CCCCCn1cnc2sc(-c3ccccc3)cc2c1=O,19%,25%,-17%,1,4%,-7%,-15%,5%,1%
COc1cccc(-c2nnc(SCc3cccnc3)o2)c1,-23%,13%,-1%,0,4%,-6%,10%,-19%,5%
COc1ccc([C@@H]2C(C#N)=C(N)S[C@@H](c3ccccc3)[C@@H]2[N+](=O)[O-])cc1,-10%,8%,-14%,-12,-4%,5%,-2%,-7%,-12%
CN(c1ccc(C(=O)NCc2ccco2)cc1)S(C)(=O)=O,1%,10%,11%,1,-7%,-1%,0%,-21%,-6%
CC(C)N(CC#CCC(O)(c1ccccc1)c1ccccc1)CCO,-6%,75%[activator],-9%,0,-1%,-4%,22%,-5%,0%
CCC(C)NC(=O)Nc1ccccc1F (configuration not stated),-4%,12%,-15%,-10,1%,21%,12%,-1%,6%
COC(=O)C1C(O)CCC2CN3CCc4c([nH]c5ccccc45)C3CC21 (configuration not stated),0%,?,2%,6,-5%,3%,-23%,-7%,-1%
CC(=O)Nc1nc2cc(N)ccc2s1,.,40%[activator],-4%,12,1%,19%,.,-2%,.
COc1cccc(-c2csc(N3CCN(C(=O)Nc4ccc(F)cc4)CC3)n2)c1,-6%,-3%,-6%,-4,-4%,-8%,20%,-17%,-8%
CC(=O)NC(=S)Nc1ccc(S(=O)(=O)N(C)Cc2ccccc2)cc1,-20%,85%[activator],-18%,-6,-2%,2%,-3%,-3%,3%
COC(=O)c1c(NC(=O)Cn2cnc([N+](=O)[O-])n2)sc2c1CCC(C)C2 (configuration not stated),-2%,9%,-17%,-1,-3%,-10%,80%,2%,-6%
Cc1ccc(C(=O)N/C(=C\c2ccco2)C(=O)N2CCSCC2)cc1C,-12%,22%,-8%,-3,-3%,19%,29%,-6%,0%
Cc1ccc(S(=O)(=O)NCCCN(C)C)cc1,-5%,7%,-3%,-9,-5%,4%,-18%,-1%,-1%
O=C(C1=C[C@H](C2CCCCC2)C[C@H](OCc2ccc(CO)cc2)O1)N1CCN(Cc2ccccc2)CC1,1%,12%,-10%,3,-1%,-6%,-18%,-10%,-9%
COc1ccc(NC(=O)Cn2ncn3c(cc4ccccc43)c2=O)c(OC)c1OC,-9%,3%,-2%,-5,-3%,0%,0%,-1%,-4%
CSc1ccc(/C=C/C(=O)OCC(=O)N2CCN(S(=O)(=O)c3ccc(C)cc3C)CC2)cc1,.,14%,-6%,-13,2%,10%,.,-3%,.
OC[C@@H]1CCCN1Cc1cn(-c2ccccc2)nc1-c1ccc2c(c1)OCO2,-16%,-5%,-2%,0,-1%,5%,12%,-1%,3%
O=C(NCc1cccs1)c1cc(-c2ccccn2)nc2ccc(Br)cc12,-11%,80%[activator],8%,-4,-2%,-3%,-1%,-22%,-5%
COc1ccc(C(=O)Nc2ccc3c(c2)C(=O)c2ccccc2C3=O)cc1OC,-1%,-5%,?,-5,9%,1%,2.2µM*,-10%,-7%

# Quoted from the results shown (six entries):
SMILES,Apoferritin bind,POLI inh,POLH inh,LDHA inh,Glioma ERSR ind,APE1 inh,Pol beta inh,POLK inh,BLM inh
O=C(C1=C[C@H](C2CCCCC2)C[C@H](OCc2ccc(CO)cc2)O1)N1CCN(Cc2ccccc2)CC1,1%,12%,-10%,3,-1%,-6%,-18%,-10%,-9%
COc1ccc(NC(=O)Cn2ncn3c(cc4ccccc43)c2=O)c(OC)c1OC,-9%,3%,-2%,-5,-3%,0%,0%,-1%,-4%
CSc1ccc(/C=C/C(=O)OCC(=O)N2CCN(S(=O)(=O)c3ccc(C)cc3C)CC2)cc1,.,14%,-6%,-13,2%,10%,.,-3%,.
OC[C@@H]1CCCN1Cc1cn(-c2ccccc2)nc1-c1ccc2c(c1)OCO2,-16%,-5%,-2%,0,-1%,5%,12%,-1%,3%
O=C(NCc1cccs1)c1cc(-c2ccccn2)nc2ccc(Br)cc12,-11%,80%[activator],8%,-4,-2%,-3%,-1%,-22%,-5%
COc1ccc(C(=O)Nc2ccc3c(c2)C(=O)c2ccccc2C3=O)cc1OC,-1%,-5%,?,-5,9%,1%,2.2µM*,-10%,-7%

# A portion of the library; count on the stated rates, not on these rows.
